Screening results as filed in PubChem.
K1F lysis inhibition: inhibition of K1F phage lysis, E. coli UTI89, bacterial capsule biogenesis inhibitors, alamar blue (AID 488966); E. coli UTI89 K1F phage lysis, alamar blue, 2 h; higher % means a stronger effect; inhibition, % at 100 µM; hits with a dose series show IC50 in µM; actives 0.02% (n = 340,000);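 active = phage lysis inhibition, versus mean bacterial control, above a set limit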;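 note: capsule biogenesis inhibitors block K1F phage lysis so surviving cells raise fluorescence; higher fluorescence means more inhibition of phage lysis; actives were called in the ten point dose series up to 300 µM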
M1AAP inhibition: P. falciparum M1AAP inhibitors, biochemical, fluorogenic H-Leu-NHMec substrate, 1536-well (AID 1445) | actives 0.42% (n = 220,000) | Aminopeptidase N (Plasmodium falciparum (isolate 3D7)) | recombinant M1AAP, H-Leu-NHMec fluorogenic kinetic assay; higher % means a stronger effect | one-dose inhibition, % at 30 µM; IC50 in µM for titrated hits;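 active = primary inhibition above the hit cutoff, then over 50% inhibition at one or more dose response concentrations, cut at about 23% in these data, passing the limit was not always enough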;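 note: plate controls were DMSO full reaction for no effect and no enzyme background for full effect; strong numbers were not always called active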
P. falciparum M17LAP: P. falciparum M17LAP inhibitors, primary screen, biochemical, fluorogenic H-Leu-NHMec substrate, 1536-well (AID 1619); Leucine aminopeptidase (Plasmodium falciparum (isolate 3D7)); inhibition, % at 30 µM; hits with a dose series show IC50 in µM; actives 0.38% (n = 220,000); recombinant M17LAP, H-Leu-NHMec fluorogenic kinetic assay; higher % means a stronger effect;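 active = compound inhibiting the enzyme by more than half at any dose during confirmatory dose-response retesting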;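 note: plate controls were full reaction with DMSO carrier for no effect and no enzyme background for full effect; strong numbers were not always called active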
ER stress rescue: rescue of cells from ER stress-induced death, primary screen, 384-well, CSM14.1, thapsigargin, ATP luminescence (AID 1222) | CSM14.1 thapsigargin-induced death rescue, ATP luminescence; higher % means a stronger effect | cellular ATP content (survival), % at 20 µM; hits with a dose series show EC50 in µM | 190,000 tested, under 10 active;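 active = EC50 below 50 µM in the dose-response confirmation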;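 note: death triggered by thapsigargin at about 15 µM added after 2 h compound pretreatment; cell ATP read after overnight thapsigargin exposure of roughly 18 to 22 hours; normalized against plate controls of thapsigargin alone and 5% DMSO vehicle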
MT stabilize HCS: microtubule stabilizers in HeLa cells, primary screen, imaging, high-content imaging. % tubulin-high responders, % at 10 µM. actives 0.83% (n = 200,000). HeLa tubulin immunostaining HCS, 24 h; share of cells brighter than vehicle mean+2SD;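 active = plate Z-score above 3 for both tubulin-high and condensed-nucleus cell shares, with cell loss under 80%, at 10 µM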;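 note: anti alpha tubulin signal scored within the nucleus-defined area of each cell; some results filed as inactive read as strong as hits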
Dynein transport: inhibitors of GR-EGFP nuclear translocation, primary screen, dynein cargo transport inhibitor project, imaging, high-content, 3617.4 mouse cells. test concentration mostly 20 µM; stimulated with dexamethasone, 1 µM; hits give low values. AID 1381, 2008. z-score, hits read low. actives 0.47% (n = 220,000);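 active = plate z-score of nuclear minus cytoplasmic receptor signal below a set negative limit, without overly bright fluorescence or cell loss, cut at about -3.5 in these data, passing the limit was not always enough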;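 note: z-score of nuclear minus cytoplasmic ring GR-EGFP intensity difference per well; some compounds called inactive have numbers as strong as hits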
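medium = tetracycline-free induction medium containing charcoal-stripped FBS | also added = 1.0 µM final dexamethasone stimulus | schedule = 48 h induction, 1 h compound, 30 min dex at 37 °C | technique = fixed, Hoechst-stained cells imaged at 10x for EGFP | measure = GR-EGFP nuclear translocation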
bCat nuc transl: modulators of beta-catenin nuclear translocation, primary screen, imaging, HeLa cells, immunofluorescence, high-content; nuclear translocation activity, % at 5 µM; actives 0.3% (n = 190,000); AID 1665, 2009;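 active = nuclear translocation activity above 50% at 5 µM, with a well cell count of 50 or more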;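 note: per-cell ratio of nuclear to cytoplasmic median beta-catenin stain intensity; plate controls were DMSO negative control for no effect and GSK-3 inhibitor IX positive control for full effect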
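System: HeLa cells, endogenous beta-catenin; compound dosing: 5 µM primary single dose, 0.1% DMSO, 0.02–20 µM confirmation series; incubation: 24 h compound exposure at 37°C, 5% CO2; signal: beta-catenin immunofluorescence imaging with DAPI; evaluation: % activation, nuclear-to-cytoplasmic median beta-catenin signal ratio per cell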
Autophagy HCS: autophagy modulators in MEF cells, primary screen, imaging, high-content, MEF GFP-LC3; MEF GFP-LC3 puncta imaging; test concentration mostly 10 µM; calls only at 10 µM (by protocol); actives 0.98% (n = 190,000);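 active = percentage of spot-positive cells more than 3 SD above its plate mean, without a fluorescence outlier flag or 80% toxicity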;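 note: spot-positive cell cutoff set from DMSO-treated cells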
Insulin prom up: insulin promoter activators in MIN6 cells, imaging, high-content screening, mouse beta cells; MIN6 insulin promoter-GFP reporter; hits give high values; z-score at 5 µM; actives 0.3% (n = 190,000);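 active = z-score above 3 at 5 µM with at least 500 cells counted in the well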
Dynein transport cytoplasmic EGFP: second read-out of Dynein transport, no call of its own (marks repeat the call); z-score; measured here: cytoplasmic GR-EGFP intensity; hits give high values
Dynein transport nuclear GR-EGFP: recorded beside Dynein transport, whose call it bears; z-score; measured here: nuclear GR-EGFP intensity;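 lower value marks the stronger effect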
Dynein transport cell count: recorded beside Dynein transport, whose call it bears; z-score; measured here: cell count per field
Insulin prom up cell count: second read-out of Insulin prom up, no call of its own (marks repeat the call); cell count; measured here: cytotoxicity, nuclei count;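 total cells summed across four imaged fields per well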
bCat nuc transl cell count 5 µM: second read-out of bCat nuc transl, no call of its own (marks repeat the call); cell count; measured here: cell count, cytotoxicity flag
MT stabilize HCS Hoechst-high %: also measured in MT stabilize HCS; calls as there; % Hoechst-high responders; measured here: nuclear condensation Hoechst responders;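 share of cells brighter than vehicle mean plus two SD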
MT stabilize HCS cytotoxicity %: also measured in MT stabilize HCS; calls as there; toxicity, %; measured here: cytotoxicity by cell density;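 0% = mean cell density of plate MIN control wells and 100% = no cells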
Autophagy HCS cell loss 18 h: second read-out of Autophagy HCS, no call of its own (marks repeat the call); toxicity, %; measured here: cell loss, nuclei count;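 cell loss after 18 h compound exposure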
The depositor's hits bear a star; i = inactive; x = not tested or not shown; [ ] = remark or other dose.

SMILES	K1F lysis inhibition	M1AAP inhibition	P. falciparum M17LAP	ER stress rescue	MT stabilize HCS	MT stabilize HCS Hoechst-high %	MT stabilize HCS cytotoxicity %	Dynein transport	Dynein transport cytoplasmic EGFP	Dynein transport nuclear GR-EGFP	Dynein transport cell count	bCat nuc transl	bCat nuc transl cell count 5 µM	Autophagy HCS	Autophagy HCS cell loss 18 h	Insulin prom up	Insulin prom up cell count
Cc1cc2nc(CS(=O)(=O)c3ccccc3)cc(=O)n2[nH]1	0.1%	7.0%	24.2%	-0.6%	2.1	0.6	6.9	-0.503	-0.303	0.0385	0.693	-1.1	1013	i	-7.5	-0.03	1614
CN(C)C(=O)N1CCC(C(=O)NCc2ccccc2Cl)CC1	0.0%	2.1%	-5.0%	-2.4%	4.2	3.2	9.8	0.479	-0.0825	0.609	0.183	-0.9	1087	i	-2.2	1.1	1792
CSc1ncc(CO)n1Cc1ccccc1	0.5%	-4.0%	-4.0%	x	3.3	2.0	5.7	0.821	-0.0978	0.87	-1.86	0.8	1081	i	-0.8	-0.82	1276
CCN(C(=S)Nc1ccc(C(C)=O)cc1)C1CCCCC1	-0.1%	2.3%	3.2%	2.1%	1.3	2.1	6.4	-1.05	-0.221	-0.507	0.768	7.4	1039	i	-5.0	-0.26	1217
CCCCC(=O)N/N=C(/C)C1=C(C)C(C)(C)OC1=O	0.9%	3.8%	-13.3%	-0.5%	5.5	1.9	10.7	-0.165	-0.283	-0.254	0.252	-1.7	1113	i	21.8	0.06	1299
O=C(c1ccccc1)N1CCN(c2ccc([N+](=O)[O-])cc2-n2cccc2)CC1	1.5%	0.5%	14.7%	x	x	x	x	-0.807	-0.26	0.219	0.371	0.9	1304	x	x	-1.5	996
Cc1ccc2c(CC(=O)NC3=NCCS3)coc2c1	3.5%	6.2%	-1.1%	2.2%	4.7	4.6	6.2	-0.786	-0.353	-0.999	0.841	-4.4	1246	i	2.8	x	x
C=CCN1C(=O)C(O)(CC(=O)c2ccccn2)c2ccccc21 (stereo unspecified)	0.5%	0.2%	-8.9%	-1.5%	8.5	2.2	5.1	-0.0995	-0.312	-0.0137	-0.128	0.2	1545	i	2.8	0.32	1391
Nc1nc(Cl)cc(Oc2ccccc2F)n1	0.2%	1.7%	-1.0%	x	x	x	x	0.191	-0.165	0.641	-0.679	1.2	1288	x	x	0.09	1020
O=C(Cc1csc(-c2ccccc2)n1)NCc1ccco1	-0.5%	4.4%	5.5%	-1.0%	2.6	2.6	0.4	-0.393	-0.17	-0.255	0.267	0.9	1053	i	-4.8	-1.36	1250
Cc1onc(-c2c(Cl)cccc2Cl)c1C(=O)c1ccc(F)cc1	x	5.5%	-1.6%	x	x	x	x	0.986	-0.193	0.454	-0.625	0.1	1270	x	x	-0.76	1125
CCOc1ccccc1NC(=O)Nc1ccc(CC#N)cc1	1.3%	15.4%	-2.7%	x	x	x	x	0.00348	-0.281	-0.263	0.793	-0.8	1327	x	x	-0.19	1242
COC(=O)c1cccc(CN2C(=O)SC(Nc3ccccc3)C2=O)c1 (stereo unspecified)	-1.9%	-4.8%	2.3%	x	x	x	x	-0.284	-0.11	-0.322	-0.149	-0.4	1295	x	x	0.31	1512
COc1cccc(/C=N/n2nnc3c(cnn3-c3ccccc3)c2=O)c1	-0.3%	31.2%	0.4%	-0.1%	1.8	2.7	7.3	2.01	-0.101	0.926	-1.54	x	x	i	7.6	x	x
CCOc1ccc(NC(=O)CCn2cccc2)cc1	-0.7%	6.3%	31.0%	2.4%	4.7	2.7	8.0	0.0125	0.0304	0.552	-1.35	-2.0	961	i	-44.7	-0.2	1427
CCCc1cc(=O)c2ccc(OC/C(C)=N/O)cc2o1	-0.9%	0.8%	-2.8%	x	x	x	x	-0.17	-0.127	-0.0282	-0.0326	-0.2	1233	x	x	0.06	1152
Cn1c(=O)c2c(nc(NCCOc3ccc(F)cc3)n2C)n(C)c1=O	-0.3%	4.0%	-6.6%	-1.4%	3.2	1.4	9.2	1.97	-0.19	1.69	-1.33	-0.4	873	i	-10.4	0.64	1488
CCc1ccccc1NC(=S)N(CCN1CCOCC1)Cc1ccccc1F	-0.2%	1.8%	-0.3%	-1.1%	4.6	2.1	22.1	-0.68	-0.306	-0.0195	1.1	2.3	874	i	4.7	0.77	1160
O=C(O)c1cccc(NC2=C(n3nnc4ccccc43)C(=O)c3ccccc3C2=O)c1	0.1%	9.3%	-5.1%	x	x	x	x	-0.683	-0.132	0.262	-0.185	-0.2	1355	x	x	x	x
Cc1cccc(NC(=O)c2c(F)c(F)c(F)c(F)c2F)c1	3.5%	-4.3%	10.2%	-1.4%	1.5	1.1	6.0	2.17	-0.314	0.864	-1.06	-14.1	1106	i	-5.7	x	x
CN(Cc1cc2ccccc2[nH]c1=O)C(=O)COc1ccccc1	0.0%	5.5%	-2.4%	x	x	x	x	-0.677	-0.168	-0.425	-0.00566	-1.4	1339	x	x	0.35	1016
O=C1CC(c2ccco2)Cc2nc(Nc3ccc(F)cc3)ncc21 (stereo unspecified)	0.2%	15.1%	9.8%	1.4%	6.8	1.7	20.4	1.78	-0.308	1.15	-0.0919	-2.5	1124	i	31.5	0.79	716
Cc1nc(N2CCCCC2)nc(N2CCCCC2)c1C=O	0.8%	1.2%	-5.2%	0.4%	1.9	2.6	7.6	-0.273	-0.219	0.0195	-0.319	0.2	1079	i	10.6	-0.96	1373
CNc1ccc(C(=O)c2ccccc2C(=O)O)cc1[N+](=O)[O-]	-0.6%	5.0%	-120.3%	-0.6%	1.8	1.5	10.9	1.4	-0.0977	1.25	-1.74	-3.2	1074	i	-16.0	0.61	1216
CC(C)c1nc2c(c(=O)c3ccccc3n2C)c(=O)n1CCc1ccccc1	x	1.9%	7.8%	x	x	x	x	0.304	0.45	0.167	-0.158	-3.6	1204	x	x	-0.39	1328
COCCCNC(=O)/C(C#N)=C/c1ccc(F)cc1	0.4%	4.5%	1.2%	-3.0%	2.1	3.5	8.2	-0.338	-0.178	0.297	0.258	-4.4	1014	i	15.8	-0.26	1165
CCN1CCN(C(=O)C2CCN(Cc3nc(-c4cccc(Cl)c4)oc3C)CC2)CC1	8.0%	2.2%	5.4%	-0.9%	4.2	2.0	3.1	0.161	-0.172	0.149	-0.00204	x	x	i	2.2	1.31	1008
CCCCCCC(C)n1[nH]c(=O)cc1N (stereo unspecified)	1.4%[50 µM]	1.6%	3.4%	x	x	x	x	-0.625	-0.178	-0.171	-0.185	-0.2	1325	x	x	0.02	1001
O=C(O)Cn1cc(/C=C2/NC(=O)N(c3ccc(Cl)cc3)C2=O)c2ccccc21	0.8%	15.2%	11.9µM*	x	3.7	1.3	1.5	-0.362	-0.124	-0.227	0.5	-1.4	1091	i	-2.8	0.86	1286
CC(=O)OC[C@H]1O[C@H](C/C=N/OC[C@@H](O)[C@H]2O[C@@H]3OC(C)(C)O[C@@H]3[C@H]2O)C=C[C@@H]1OC(C)=O	x	5.2%	0.7%	-4.9%	2.8	2.3	10.2	1.1	0.0741	0.846	0.178	-2.2	577	i	-7.9	-0.3	796
Cc1cnc(NC(=O)CSc2ncc(-c3ccccc3)n2Cc2ccco2)s1	-0.3%	-7.2%	-5.5%	-0.1%	3.5	2.3	8.4	-1.32	-0.17	-0.391	0.457	-0.8	1133	i	7.6	-1.14	964
CCc1ccc2nc(NC(=O)CSCc3c(C)noc3C)sc2c1	0.5%	-1.9%	11.5%	-2.0%	2.8	3.3	13.6	-0.152	-0.184	0.609	-0.441	-1.4	1192	i	-1.2	x	x
OC1COC(OCC2OC(OCc3ccccc3)C(O)C(O)C2O)C(O)C1O (stereo unspecified)	7.5%	-0.5%	-0.7%	1.1%	2.9	1.5	9.2	0.00629	-0.249	0.15	0.452	-0.4	1027	i	-9.9	0.56	1428
CCOC(=O)c1nn(-c2ccc(F)cc2)c(-c2ccccc2)c1C(=O)c1ccccc1	0.8%	7.0%	-1.3%	-0.4%	2.1	1.6	6.9	2.05	-0.363	1.02	-0.98	x	x	i	-19.1	x	x
CCOc1ccc(Nc2ccnc3cc(Cl)ccc23)cc1	0.2%	x	x	x	x	x	x	-0.144	-0.268	0.459	-0.0505	0.1	1364	x	x	-0.49	1013
CC(C)COC(=O)c1ccc(NC(=O)C2C3C=CC(C3)C2C(=O)O)cc1 (stereo unspecified)	-0.3%[50 µM]	5.5%	42.9%	2.1%	2.2	1.8	6.9	-0.123	-0.206	0.1	0.362	-8.9	1037	i	-7.5	-0.53	1379
CC(=O)NC(=S)Nc1cc(C(=O)O)ccc1Cl	0.6%	6.6%	16.9%	-0.6%	1.9	2.3	11.8	-0.599	-0.3	-0.448	0.863	-1.5	1140	i	-7.1	-0.26	1258
